# Screening results (PubChem)
# SRC3 TRFRET art: counter-screen for PPARgamma SRC-3 recruitment agonists: TR-FRET artefact; PPARgamma/SRC-3 format; stronger effect = higher value; TR-FRET ratio at 8 µM; actives 0.39% (n = 99,000); AID 1048; in the data active = TR-FRET ratio above about 2000; note: inactives centre near 1600; reference of the scale not given here
# SRC1 TRFRET art: counter-screen for PPARgamma SRC-1 recruitment agonists: TR-FRET artefact | TR-FRET detection artefact counter-screen, emission ratio; stronger effect = higher value | TR-FRET ratio at 8 µM | actives 0.34% (n = 99,000) | AID 1051; in the data active = TR-FRET ratio above about 2300; note: inactives centre near 1800; reference of the scale not given here
# An asterisk follows results filed as active. Only part of the results is shown, so the mix of outcomes need not match the whole.
mol	SRC3 TRFRET art	SRC1 TRFRET art
O=C(c1noc2c1CCCC2)N1CCC(CO)(Cc2ccccc2Cl)CC1	1501	1668
S=C(Nc1ccccc1Cl)N1CCC(c2ccccc2)C1 (centres undefined)	1398	1695
CCc1cc(CC)c(/C=N/NC(N)=O)c(CC)c1	1553	1820
CN1CCC(=NNC(=O)c2cn(-c3ccccc3)nc2-c2ccccc2)CC1	1821	1864
CC(=O)N1c2ccccc2N(Cc2ccc([N+](=O)[O-])cc2)C(=O)C1(C)C	1478	1837
CCOc1ccc(CN2CCN(Cc3cc4ccccc4[nH]3)CC2CCO)cc1 (centres undefined)	1502	1644
Cc1nc2ccccc2n1CC(=O)OCC(=O)NC1CC1	1534	1865
Cc1cc([N+](=O)[O-])cc(C)c1OCC(=O)N/N=C/c1ccc(OC(=O)c2ccccc2)cc1	1563	1741
C/C(=N/NC(=O)C1CC1(c1ccccc1)c1ccccc1)c1cccs1 (centres undefined)	1567	1706
CCOC(=S)SCC(=O)N1CCc2ccccc2C1C1C(=O)CCCC1=O (centres undefined)	1649	1893
Cc1nn(C(C)C(=O)N2CCN(c3ccccn3)CC2)c(=O)c2cc3occc3n12 (centres undefined)	1570	1818
COc1ccc(CC(=O)NNS(=O)(=O)c2ccc3ccccc3c2)cc1OC	1815	1712
CC(C)C[C@H](NC(=O)c1nc[nH]c1C(=O)NC1CCN(C(=O)OC(C)(C)C)CC1)C(=O)OCc1ccccc1	1656	1898
C#Cc1ccc([C@H]2C=C(C(=O)N3CCN(Cc4ccc5c(c4)OCO5)CC3)O[C@@H](OCc3ccc(CO)cc3)C2)cc1	1553	1762
Cc1ccc(Cl)cc1NC(=S)N(CCN(C)C)C(C)c1ccccn1 (centres undefined)	1657	1708
COCCn1c(SCC(=O)Nc2ccc(N3CCOCC3)cc2)nc2ccccc21	1603	1998
O=[N+]([O-])c1nn(-c2ccc(Cl)cc2)n(O)c1=NCc1cccnc1	1568	1744
O=C1CC(/C=C/c2ccc(Cl)cc2)=Nc2ccccc2N1	1645	1808
Cc1ccc(S(=O)(=O)N2CCOCC2)cc1NC(=O)COC(=O)C1COc2ccccc2O1 (centres undefined)	1507	1823
CC(C)(C)CC(C)(C)NC(=S)Nc1ccc(S(=O)(=O)N2CCOCC2)cc1	1529	1897
COc1cccc(/C=C/C(=O)c2cccc([N+](=O)[O-])c2)c1	1466	1789
COC(=O)c1ccc(C(NC(=O)OCc2ccccc2)/C(C)=C/[C@@H](C)C(=O)NCc2ccc(-c3ccccc3)cc2)cc1 (some centres undefined)	1461	1897
CN(C)/C=N/c1c(C#N)cnn1-c1nc2ccccc2s1	1602	1902
COC(CNC(=O)c1c[nH]c2ccc(S(=O)(=O)N3CCC4(CC3)OCCO4)cc2c1=O)OC	1688	2143
Cc1ccc(-c2nc3ccccc3o2)cc1NC(=S)NC(=O)c1cc2ccccc2o1	1550	1781
O=C(C[n+]1ccccc1)Nc1ccccc1Br	1471	1699
C=CC(C)(C)c1cc2cc3ccoc3cc2oc1=O	1566	1632
COc1ccc(/C=C/CN2CCN(Cc3ccc(C)cc3)C(CCO)C2)cc1 (centres undefined)	1687	1793
COc1ccc(/C(C)=N/NC(=O)Cc2c(C)nc(C)[nH]c2=O)cc1	1532	1971
CCOc1ccc2oc(C(=O)NC3CCN(Cc4ccccc4)CC3)c(C)c2c1	1514	1911
Cc1cc(C)nc(NS(=O)(=O)c2ccc(NC(=O)CSc3ncn[nH]3)cc2)n1	1603	2167
Cc1ccc(NC(=O)Cc2ccccc2Cl)cc1S(=O)(=O)N(C)C	1595	1532
O=C(O)CSCC(=O)NCc1ccccc1Cl	1604	1555
CCCCNC(=S)NCCN1CCN(C(=S)NCCCC)CC1	1687	1654
CCOCCCn1c(SCc2nc3ccccc3s2)nc2ccccc2c1=O	1479	1664
CCn1cc(C(=O)OCC(=O)NCc2ccccc2Cl)c(=O)c2ccc(C)nc21	1651	1509
Cn1cc(C(=O)NCc2ccc(F)cc2)c(=O)c2cc(S(=O)(=O)N3CCCCC3)ccc21	1756	2100
C(=N\NC1=Nc2cccc3cccc1c23)/c1ccccn1	1863	1973
CN1CCN(C(=O)C2=C[C@H](c3csc4ccccc34)C[C@H](OCCCCO)O2)CC1	1380	1560
Cc1ccc(Nc2nnc(SCC(=O)Nc3cccc(S(=O)(=O)NC4=NCCCCC4)c3)s2)cc1	1486	1850
Nc1ccn(Cc2ccccc2)n1	1481	1664
CCCCOc1ccc(NC(=O)CCSc2nccn2C)cc1	1494	1894
CC(C)Oc1cc(N)c(Cl)cc1Cl	1572	1802
CN(C1CCCCC1)S(=O)(=O)c1ccc(C(=O)N2CCN(c3nc4ccccc4s3)CC2)cc1	1253	1558
C=CCSc1nc2sc3c(c2c(=O)n1CC=C)CCc1ccccc1-3	1463	1828
Cc1cc(C)cc(NC(=S)NN)c1	1800	1972
Cc1nn(C)cc1CNCc1ccc(OCC(O)CN(C)Cc2ccccc2)cc1 (centres undefined)	1572	1631
N#CC1=C(N)OC2=C(C(=O)CCC2)C1c1ccoc1 (centres undefined)	1598	1605
FC(F)(F)c1cccc(CN2CCCCCC2)c1	1504	1899
O=C(CCC(=O)N1CCN(S(=O)(=O)c2cccc(F)c2)CC1)c1cccs1	1571	1740
COc1cc(NC(=O)CN(C)Cc2cccc(F)c2)c(C)cc1[N+](=O)[O-]	1596	1846
Fc1ccccc1N1CCN(C(c2ccncc2)c2nnnn2C2CCCC2)CC1 (centres undefined)	1468	1854
C=C(C)CNC(=S)N/N=C(\C)c1ccc(OC)cc1	1566	1853
Oc1ccc2ccccc2c1C=NC1CCCCC1	1738	2069
CC1CCN(C(=O)CSCC(=O)O)CC1	1618	1602
Cc1noc(C)c1S(=O)(=O)N1CCCC(C(=O)c2cccc(OC(C)C)c2)C1 (centres undefined)	1535	1686
O=C(CSc1nc2ccccc2[nH]1)c1cccs1	1483	1801
CN(c1ccccc1)c1nc(N)c([N+](=O)[O-])c(NCc2ccco2)n1	1700	1684
CCn1cc(CNC(=O)c2cc(COc3ccc(F)cc3Cl)on2)cn1	1453	1753
Cc1nc(SCC(=O)NC(C)(C)C)c2c(-c3cccs3)csc2n1	1634	1874

# (list continues)
mol	SRC3 TRFRET art	SRC1 TRFRET art
COc1cccc(Nc2nc3cc(OC)ccc3cc2C#N)c1	1573	1777
Fc1ccc(NC(=S)N2CCN(c3cccc(C(F)(F)F)c3)CC2)cc1	1609	1881
O=C(/C=C/c1ccccc1[N+](=O)[O-])c1ccc(F)cc1	1709	1986
O=C(Nc1cc2cccc([N+](=O)[O-])c2oc1=O)c1cccs1	1508	1705
COc1cc2cc(CN(CCN3CCOCC3)C(=O)Nc3ccc(F)cc3)c(=O)[nH]c2cc1OC	1628	1697
O=C(NCc1ccco1)c1cc([N+](=O)[O-])ccc1N1CCOCC1	1367	1633
Cc1[nH]c2ccccc2c1C(c1ccncc1)N1CCN(c2ccc(F)cc2)CC1 (centres undefined)	1590	1816
COc1ccc(Br)cc1CNc1ccc2[nH]c(=O)[nH]c2c1	1834	2024
CC1(C)Cc2c(sc(/N=C/N3CCCCCC3)c2C#N)C(C)(C)N1	1679	1713
COc1ccc(CCNC(=O)CCc2ccc(S(=O)(=O)NCC(C)C)cc2)cc1OC	1562	1901
CCC(C)NC(=O)/C=C1\Sc2ccccc2NC1=O (centres undefined)	1589	2113
CC(C)CC(=O)N(Cc1ccc(F)cc1)C1CCS(=O)(=O)C1 (centres undefined)	1710	1760
Cc1ccc(-n2cc(C(=O)c3cc(Cl)ccc3O)cc(C#N)c2=O)cc1	1644	1835
CC(C)(C)NC(=O)Cn1nc(C(F)(F)F)c2c1CCCC2	1687	1981
CC1CCCCN1CC(=O)Nc1cc(S(=O)(=O)N2CCOCC2)ccc1N1CCCC1 (centres undefined)	1518	1522
Fc1ccc(-n2nnc(-c3cccnc3Cl)n2)cc1	1467	1802
C=CCOc1cccc(C(=O)N2CCCC(CCC(=O)NCc3ccccc3F)C2)c1 (centres undefined)	1282	1818
CN(C[C@H](Cc1ccccc1)N(C[C@H](Cc1ccccc1)N(CCc1cc(C(F)(F)F)cc(C(F)(F)F)c1)N=O)N=O)N=O	1655	1775
CC(NC(=O)/C(=C\c1ccco1)NC(=O)c1ccccc1Br)C(=O)O (centres undefined)	1595	1655
Cc1ccccc1-n1c(SCC(=O)NCc2cccs2)nc2ccccc2c1=O	1554	1859

# The final 3 compounds of the section above open the next one:
mol	SRC3 TRFRET art	SRC1 TRFRET art
CN(C[C@H](Cc1ccccc1)N(C[C@H](Cc1ccccc1)N(CCc1cc(C(F)(F)F)cc(C(F)(F)F)c1)N=O)N=O)N=O	1655	1775
CC(NC(=O)/C(=C\c1ccco1)NC(=O)c1ccccc1Br)C(=O)O (centres undefined)	1595	1655
Cc1ccccc1-n1c(SCC(=O)NCc2cccs2)nc2ccccc2c1=O	1554	1859
O=C(Cn1nnc(-c2ccc(F)cc2)n1)N1CCCCC1	1553	1768
CCCCn1c(=S)[nH]c2ccc(N3CCOCC3)cc2c1=O	1807	1816
CCO[C@H]1OC(C(N)=O)=C[C@@H](c2coc3ccccc3c2=O)[C@@H]1CCCO	1709	1980
CCN(CC)CCN(C(=O)Cn1nnc(-c2ccc(C)o2)n1)C(C(=O)NC(C)(C)C)c1cccs1 (centres undefined)	1585	1569
COCCCNC(=O)CSc1nc2ccccc2c(=O)n1Cc1ccc2c(c1)OCO2	1493	1670
Cc1cccc(NC(=O)COc2cccc3c2CCN(Cc2ccccc2)C3=O)c1C	1301	1708
O=C(O)c1ccccc1OCc1ccccc1Br	1419	1710
Cc1ncc([N+](=O)[O-])n1CC(=O)Nc1ccccc1	1543	1711
Cn1cc([N+](=O)[O-])c(C(=O)NCc2ccco2)n1	1528	1778
COc1ccc(OC)c(-c2csc(NC(=O)Cc3cccs3)n2)c1	1585	1770
O=C(Oc1cccnc1)c1ccccc1[N+](=O)[O-]	1630	1677
O=C1N(S(=O)(=O)c2ccccc2F)C(=O)C2(CCCC2)N1S(=O)(=O)c1ccccc1F	1582	1930
O=C(O)/C=C/C(=O)NCc1ccccc1	1482	1865
C=CCn1c(COc2ccccc2F)nnc1SCC(=O)c1c[nH]c2ccccc12	1688	1481
CCOc1ccc(NC(=O)c2cn(CC(C)C)c(=O)c3c2c2ccccc2n3C)cc1	2024	1584
O=C(C1=C[C@H](c2ccccc2)C[C@H](OCc2ccc(CO)cc2)O1)N1CCCCCCC1	1567	1668
Cc1cccc(-c2nc3cc([N+](=O)[O-])ccc3o2)c1	1599	1872
CC(C)(C)C(=O)CN1C2=NCCN2c2ccccc21	1518	1815
Cn1c(NC(=O)c2ccc(C(C)(C)C)cc2)cc(=O)n(C)c1=O	1676	1748
O=C(COC(=O)/C=C/C(=O)OCC(=O)NC12CC3CC(CC(C3)C1)C2)NC12CC3CC(CC(C3)C1)C2	1550	2020

# Compound profiles, from the list above.
# COc1ccc(OC)c(-c2csc(NC(=O)Cc3cccs3)n2)c1 as listed: SRC3 TRFRET art = 1585; SRC1 TRFRET art = 1770
# CCOc1ccc(NC(=O)c2cn(CC(C)C)c(=O)c3c2c2ccccc2n3C)cc1 as listed: SRC3 TRFRET art = 2024; SRC1 TRFRET art = 1584

# A draw from above in order of SMILES length, ascending:
mol	SRC3 TRFRET art	SRC1 TRFRET art
O=C(Oc1cccnc1)c1ccccc1[N+](=O)[O-]	1630	1677
Cc1cccc(-c2nc3cc([N+](=O)[O-])ccc3o2)c1	1599	1872
Cc1cccc(NC(=O)COc2cccc3c2CCN(Cc2ccccc2)C3=O)c1C	1301	1708

# (continued)
mol	SRC3 TRFRET art	SRC1 TRFRET art
COc1ccc(OC)c(-n2c(C)cc(C=O)c2C)c1	1491	1760
COCCNC(=O)CSc1nc(N)c(NC(=O)c2ccccc2F)c(=O)[nH]1	1683	1842
CCOc1ccc(CN2CCC(C(=O)N3CCN(c4ccccc4F)CC3)CC2)cc1OC	1500	1726
COc1ccc(/C=C(/C#N)C(=O)Nc2cccc([N+](=O)[O-])c2)cc1C(=O)O	1364	1506
Cc1c(-n2c(SCC(N)=O)nc3ccccc3c2=O)c(=O)n(-c2ccccc2)n1C	1503	1841
CC1=NN(CCC#N)C(=O)/C1=C/c1ccc(N(C)C)cc1	1690	1796
CCCCCC(=O)Nc1ccc(-c2csc(N)n2)cc1	1834	1723
Cc1nnc2sc(-c3ccccn3)nn12	1564	2000
Cn1c(CNC(=O)c2ccccc2F)nnc1SCc1ccc(Cl)cc1	1453	1753
NC(=O)[C@@H]1CCOc2c(F)cc([N+](=O)[O-])cc2C(=O)N[C@@H](CO)C(=O)NCC(=O)N1	1648	1821
CCOC(=O)c1nnn(-c2nonc2N)c1-c1ccc(Br)cc1	1523	1864
CCCCc1nc2ccccc2n1CC(=O)NN	1790	1711
CCn1cc(CN2N=C(C)CC2c2ccccc2)c(C)n1 (centres undefined)	1696	1910
O=C(CNC1CCCCC1)Nc1ccc([N+](=O)[O-])cc1C(=O)Nc1ccccc1F	1478	1798
CCOC(=O)c1cccc(NC(=O)CCS(=O)(=O)c2cccs2)c1	1553	2195
COc1ccc(Cl)cc1C(=O)Nn1c(-c2cccs2)nc2ccccc2c1=O	1685	1807
CC(=O)Oc1ccccc1C1=NN(C(=O)/C=C/c2ccccc2)C(c2ccccc2)C1 (centres undefined)	1531	1977
CCc1ccc(NC(=O)CSc2nc3ccccc3c(=O)n2CCCN2CCC(C)CC2)cc1	1628	1894
O=C(c1ccc(C(F)(F)F)cc1)N1CCC(=O)N(C(COCc2ccccc2)Cc2ccccc2)CC1 (centres undefined)	1632	1817
O=P(OCC1CC1)(c1ccccc1)c1ccccc1	1509	2003
